Jurkat NFkB inh: inhibitors of induced NF-kB luciferase reporter, primary screen, TCR NF-kB activation inhibitor project, cell-based, luminescence, uHTS | Jurkat, PMA/ionomycin-induced NF-kB luciferase reporter | inhibition, % at 4 µM | 0.53% of 330,000 active; in the data active = inhibition above about 50%
XBP1 UPR activ: activators of adaptive XBP1 UPR arm, primary screen, cell-based, CHO-XBP1 luciferase reporter, luminescence, uHTS. IRE1-XBP1 UPR activation; percent of tunicamycin response, DMSO as zero. activation, % at 20 µM. 0.33% of 330,000 active. AID 463104, 2010;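 active = versus positive control, 20 µM dose yields 30% or more activation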;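 note: 100% = tunicamycin at 10 µg/mL and 0% = DMSO only wells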
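Material – CHO cell line with stable XBP1 luciferase reporter · Buffer or medium – F12 plus 10% FBS · Compound – single point, 20 µM final compound, 1% DMSO · Schedule – 16-18 h cell attachment at 37 °C, then 6 h compound exposure · Signal – Steady-Glo luminescence read · Benchmarks – high control tunicamycin 10 µg/mL final, low control DMSO vehicle only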
APJ antag: antagonists of human apelin receptor APJ, primary screen, CHO-K1 cells, beta-arrestin complementation, luminescence; P35414; inhibition, % at 20 µM; 0.32% of 330,000 active;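 active = inhibition above about 40% at 20 µM, limit read from the data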;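 note: cells challenged with 10 nM apelin-13 agonist together with compound; plate controls were apelin-13 plus DMSO wells for no effect and DMSO wells lacking apelin-13 for full effect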
Mdm2 MdmX PPI: inhibitors of human Mdm2-MdmX association, primary screen, cell-based, luminescence, split luciferase, SaOS-2, uHTS; 3% of 330,000 active; Protein Mdm4 (Homo sapiens) + E3 ubiquitin-protein ligase Mdm2 (Homo sapiens), …; AID 485346, 2010; SaOS-2 split-luciferase Mdm2/MdmX complementation; inhibition, % at 8 µM;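 active = inhibition of at least 50% at 8 µM in the primary screen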
Target sequence (O15151 whole entry, looked up): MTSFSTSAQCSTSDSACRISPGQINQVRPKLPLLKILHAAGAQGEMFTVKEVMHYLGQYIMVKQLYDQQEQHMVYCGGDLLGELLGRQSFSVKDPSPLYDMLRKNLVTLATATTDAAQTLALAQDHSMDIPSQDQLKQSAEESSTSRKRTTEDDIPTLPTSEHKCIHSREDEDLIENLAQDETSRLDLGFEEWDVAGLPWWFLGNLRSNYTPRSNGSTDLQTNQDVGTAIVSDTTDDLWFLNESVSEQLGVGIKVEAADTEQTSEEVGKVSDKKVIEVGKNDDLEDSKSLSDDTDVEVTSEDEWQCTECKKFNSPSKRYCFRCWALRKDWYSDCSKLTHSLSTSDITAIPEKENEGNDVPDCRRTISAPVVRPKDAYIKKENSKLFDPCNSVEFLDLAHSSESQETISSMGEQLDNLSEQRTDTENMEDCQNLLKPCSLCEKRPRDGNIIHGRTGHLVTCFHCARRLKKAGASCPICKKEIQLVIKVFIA
Target sequence (Q00987 whole entry, looked up): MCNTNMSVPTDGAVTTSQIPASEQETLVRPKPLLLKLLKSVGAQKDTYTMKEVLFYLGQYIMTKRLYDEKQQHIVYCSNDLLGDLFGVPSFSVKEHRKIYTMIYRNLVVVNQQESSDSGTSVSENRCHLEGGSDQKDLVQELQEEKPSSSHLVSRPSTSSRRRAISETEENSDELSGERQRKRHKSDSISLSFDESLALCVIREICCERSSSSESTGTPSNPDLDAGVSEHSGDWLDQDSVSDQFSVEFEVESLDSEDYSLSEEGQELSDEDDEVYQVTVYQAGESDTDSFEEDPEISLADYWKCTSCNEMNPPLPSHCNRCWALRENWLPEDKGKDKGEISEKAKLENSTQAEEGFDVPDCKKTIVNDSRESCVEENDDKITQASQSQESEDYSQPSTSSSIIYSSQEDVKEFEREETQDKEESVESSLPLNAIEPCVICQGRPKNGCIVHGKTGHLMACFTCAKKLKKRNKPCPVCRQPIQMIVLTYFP
tim23-1 inh: growth inhibitors of tim23-1 mutant yeast, primary screen, luminescence, uHTS. S. cerevisiae tim23-1 growth, BacTiter-Glo luminescence, 24 h. inhibition, % at 20 µM. 1.3% of 330,000 active;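 active = growth inhibition of the mutant yeast at or above 50%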;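 note: temperature-sensitive mutant grown at 25 °C; plate controls were DMSO-treated mutant yeast for no effect and medium wells lacking yeast for full effect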
APJ ag: agonists of human apelin receptor APJ, primary screen, CHO-K1 cells, PathHunter beta-arrestin, luminescence | activation, % at 20 µM | P35414 | 0.11% of 330,000 active | 0% DMSO wells, 100% apelin | AID 2520, 2010;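 active = activation more than six SD over the plate average, tested at 20 µM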;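 note: 0% = DMSO alone and 100% = apelin-13 at 10 nM; some results filed as inactive read as strong as hits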
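system = engineered CHO-K1 APJ arrestin reporter cells | input = 1000 cells per well | timing = overnight seeding, 90 min compound at 25 °C, 1 h detection | measured by = enzyme-fragment complementation luminescence | read-out = beta-arrestin recruitment to APJ as agonist activity, luminescent signal | control set = negative DMSO alone, positive Apelin-13 at 10 nM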
CHOP UPR activ: activators of apoptotic CHOP UPR arm, primary screen, cell-based, CHO-CHOP luciferase reporter, luminescence, uHTS; activation, % at 10 µM; AID 449763, 2010; 0.34% of 330,000 active; UPR activation; percent of tunicamycin response over DMSO baseline;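 active = at 10 µM dose, activation of 40% or more, normalized to positive control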;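 note: 100% = tunicamycin at 10 µg/mL and 0% = DMSO alone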
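Assay system: CHO-CHOP cells, stable luciferase reporter of PERK-eIF2a-CHOP signalling / Buffer or medium: F12 plus 10% serum / Compound dosing: one dose, 10 µM in 0.5% DMSO / Times: 6 h compound treatment, 37 °C / Technique: luciferase luminescence / Read-out: % reporter activation, DMSO baseline versus tunicamycin full activation / Benchmarks: tunicamycin and DMSO controls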
697 NFkB inh: inhibitors of PMA/ionomycin-induced NF-kB reporter, 697 cells, primary screen, B-cell NF-kB inhibitor project, cell-based, luminescence, uHTS. inhibition, % at 4 µM. 0.33% of 330,000 active. 697 B-cell NF-kB luciferase reporter, 16 h. AID 435022, 2010; in the data active = inhibition above about 35%
* = called active by the depositor.

SMILES	Jurkat NFkB inh	XBP1 UPR activ	APJ antag	Mdm2 MdmX PPI	tim23-1 inh	APJ ag	CHOP UPR activ	697 NFkB inh
COCC(C)n1c(C)cc(C(=O)COC(=O)c2nn(C)c(=O)c3ccccc23)c1C (stereo not given)	2	0	-12	16	26	-4	1.4	-6
CC(Nc1ccccc1CO)C(=O)Nc1cccc(Cl)c1Cl (stereo not given)	5	-2	-2	6	11	-1	1.0	13
CC(C)CC1(C)NC(=O)N(CC(=O)Nc2ccccc2Br)C1=O (stereo not given)	-2	-2	9	-2	11	-3	-1.4	8
O=C(COC(=O)c1cc(S(=O)(=O)N2CCCCC2)ccc1N1CCOCC1)NC1CCS(=O)(=O)C1 (stereo not given)	2	2	3	19	-1	0	-1.4	3
O=C(N/N=C/c1cc2c(cc1Cl)OCO2)c1ccccn1	-88	3	14	-24	4	0	4.2	-102
COc1ccccc1OCCCCN1CCCCC1	-25	-2	-8	4	4	-3	0.4	5
CC(C)c1nc2ccc(Br)cn2c1NC1CCCC1	8	0	-7	-8	24	-3	-0.5	10
Cc1cc(C)nc(NS(=O)(=O)c2ccc(NC(=S)NC(=O)C(C)C)cc2)n1	3	-1	6	9	-2	-5	0.3	18
COc1cccc(C(=O)OC2CCCN(C)C2)c1 (stereo not given)	-23	-6	4	3	-2	-1	1.4	-18
CC(NC(=O)c1ccccc1Cl)C(=O)OCc1cn2cc(Cl)ccc2n1 (stereo not given)	-14	-1	-1	-12	-22	-2	-0.9	-18
Cc1cc(C(=O)CN2C(=O)C(=O)N(C3CCCC3)C2=O)c(C)n1CCc1ccccc1	13	-2	12	28	24	0	1.8	-9
CC(=O)CSc1nnc(Cc2ccc([N+](=O)[O-])cc2)o1	-16	1	-20	9	14	4	-0.6	4
CCOC(=O)c1cnc(-n2[nH]c(C)c(Cc3ccccc3)c2=O)[nH]c1=O	12	-3	23	7	-15	-4	-2.1	4
Cc1nnc(SCC(=O)N2CCN(S(=O)(=O)c3ccc(Cl)cc3)CC2)[nH]c1=O	-13	-5	-17	10	2	-1	-2.4	9
CCN(C(=O)COc1ncnc2sccc12)c1ccccc1	-2	6	20	-20	4	-3	-0.6	6
O=C(O)c1ccc(N2CCCCC2)cc1O	-14	1	-7	4	0	-2	-0.2	10
O=[N+]([O-])c1ccc(N2CCN(c3ccccc3Cl)CC2)cn1	-6	2	-37	29	17	-2	4.0	-9
O=C(c1ccco1)N1CCN(Cc2ccc(F)cc2Cl)CC1	-34	5	-1	-31	18	-1	2.0	-49
O=S(=O)(c1ccccc1)c1ccc(NCc2ccco2)cc1	11	0	1	12	46	-4	0.6	6
CCOC(=O)C1CCCN(C(=O)CNS(=O)(=O)c2ccc(Br)s2)C1 (stereo not given)	11	2	11	-17	29	-4	-0.4	8
CC1(C)CC(CCNC(=O)c2ccc(-n3cnnn3)cc2)CC(C)(C)N1	9	-3	14	30	-4	-3	1.0	1
Cc1ccc2c(c1)c(=O)c(Br)c(C)n2Cc1ccccc1	-8	0	13	7	14	-4	0.2	-15
CC[C@H](C)[C@@H]1NC(=O)c2cc([N+](=O)[O-])cc(I)c2SC[C@@H](C(N)=O)NC(=O)[C@H](CCCCN)NC1=O	9	-2	-66	-29	11	11	-0.3	3
COc1ccc(-c2cc(C(F)(F)F)nc(SCCC(=O)N3CCCC3)n2)cc1	-15	-1	-1	-5	13	3	0.1	0
Cn1c(Cn2c(=O)sc3ccccc32)nnc1SCC(=O)NC1CCCCC1	7	0	-51	15	-6	-5	-3.2	3
Cc1ccc(S(=O)(=O)NCCCNC(=O)N2CCOCC2)cc1	8	0	3	-2	-2	-2	-1.2	5
O=C(Cn1c(NCCCO)nc2ccccc21)c1ccc(F)cc1	1	-6	23	7	4	0	0.4	2
CCOC(=O)N1CCN(C(=O)c2ccc3c(=O)n(Cc4ccc(Cl)cc4)c(=S)[nH]c3c2)CC1	-15	0	34	22	37	-5	0.8	-7
Cc1ccnc(NC(=O)CCC(=O)N(CC(=O)NCc2ccccc2)c2ccc3c(c2)OCO3)c1	-12	0	2	-16	3	-1	2.6	10
O=C(NNc1c([N+](=O)[O-])cc(C(F)(F)F)cc1[N+](=O)[O-])c1ccco1	4	-3	-13	41	11	-2	0.1	-16
COc1cccc(-n2c(N)cc(=O)nc2SCC(=O)Nc2cc(C)on2)c1	-1	-4	-11	1	-1	1	0.3	8
O=S1(=O)NC2CCCCCN2c2ccc(F)cc21 (stereo not given)	-2	1	0	-15	22	-2	-1.4	0
O=C(CN(C(=O)CCC(=O)Nc1nccs1)c1ccc(F)cc1)NCc1ccc(F)cc1	-21	1	9	-9	10	1	-0.8	10
Cc1ccc(S(=O)(=O)N2CC(O)CC2C(=O)OCc2nc3sc(C)c(C)c3c(=O)[nH]2)cc1 (stereo not given)	0	2	7	-2	7	-2	-0.2	26
Cc1cc(C(=O)CSc2nc(N)cc(=O)[nH]2)c(C)n1CCc1ccc(F)cc1	-11	1	-10	19	-2	3	-2.0	-43
Cc1nc2ccc(NC(=O)CCS(=O)(=O)c3ccccc3)cc2s1	-25	0	0	-2	-1	-5	2.1	-11
Oc1ccc(Br)cc1-c1cc(-c2ccccc2)n[nH]1	-7	3	-21	39	15	1	2.3	5
CCCCn1c(N)c(N(CCOC)C(=O)C2CCN(S(=O)(=O)c3ccccc3)CC2)c(=O)[nH]c1=O	-2	-2	4	-17	19	2	-0.2	3
CN1CCCN(C(=O)c2c(F)cccc2Cl)CC1	-4	1	-25	-2	5	5	0.7	5
CCN(CC)C(=O)C1CCN(S(=O)(=O)c2c(C)noc2/C=C/c2cccc(C)c2)CC1	6	0	10	8	34	-4	-2.0	-11

5 entries picked at random from those above, as already listed:
SMILES	Jurkat NFkB inh	XBP1 UPR activ	APJ antag	Mdm2 MdmX PPI	tim23-1 inh	APJ ag	CHOP UPR activ	697 NFkB inh
CC(=O)CSc1nnc(Cc2ccc([N+](=O)[O-])cc2)o1	-16	1	-20	9	14	4	-0.6	4
Oc1ccc(Br)cc1-c1cc(-c2ccccc2)n[nH]1	-7	3	-21	39	15	1	2.3	5
Cc1ccc2c(c1)c(=O)c(Br)c(C)n2Cc1ccccc1	-8	0	13	7	14	-4	0.2	-15
CC[C@H](C)[C@@H]1NC(=O)c2cc([N+](=O)[O-])cc(I)c2SC[C@@H](C(N)=O)NC(=O)[C@H](CCCCN)NC1=O	9	-2	-66	-29	11	11	-0.3	3
CCN(CC)C(=O)C1CCN(S(=O)(=O)c2c(C)noc2/C=C/c2cccc(C)c2)CC1	6	0	10	8	34	-4	-2.0	-11

(list continues)
SMILES	Jurkat NFkB inh	XBP1 UPR activ	APJ antag	Mdm2 MdmX PPI	tim23-1 inh	APJ ag	CHOP UPR activ	697 NFkB inh
O=C(COC(=O)c1cccc(C(=O)OCC(=O)NC2CCCCC2)n1)NC1CCCCC1	1	-2	-10	11	1	0	3.2	2
CC1CCC2(CC1)NC(=O)N(NC(=O)CSc1nnc(NC3CC3)s1)C2=O (stereo not given)	-4	-2	14	-7	-12	-4	-0.7	12
CN=C1S/C(=C\c2c(OC)cc(OC)cc2OC)C(=O)N1C	2	5	2	3	13	1	2.5	20
COC(=O)c1ccc(C2Nc3ccc(/C(C)=N/NC(=O)C(OC)c4ccccc4)cc3C3C=CCC32)cc1 (stereo not given)	-27	-1	-19	-8	-15	-2	0.8	-11
O=C(NCCNC(=O)c1cc(Cl)ccc1Cl)c1ccccn1	-8	3	-3	2	-2	-1	-0.1	-2
COC(=O)CCCCC1SCC2NC(=O)NC21 (stereo not given)	-13	-2	0	-12	1	1	0.2	-4
COc1ccc(CCC(=O)Nc2c(C)n(C)n(-c3ccccc3)c2=O)cc1	6	1	10	6	4	-3	0.8	-2
O=S1(=O)C=C(Oc2ccc3ccccc3c2)c2ccccc21	0	0	-4	10	38	2	1.6	-1
O=C(O)c1sc2cccc(Cl)c2c1Cl	7	-2	4	5	13	-4	0.1	-7
COc1ccc(S(=O)(=O)N(CCC#N)Cc2ccco2)cc1OC	3	-1	21	9	2	-4	-0.3	4
Cc1c(N=C2N=C(NC(=O)c3cccs3)c3ccccc32)c(=O)n(-c2ccccc2)n1C	-3	13	29	78*	41	-4	0.3	-2
O=C(COc1ncnc2ccccc12)Nc1cc(S(=O)(=O)N2CCOCC2)ccc1Cl	10	1	-6	-25	-3	-3	-1.0	12
CCOc1ccccc1NC(=O)CSCC(=O)Nc1ccccc1	-2	-1	-16	31	14	-3	-0.2	29
Cc1cc2ccccn2c1C(=O)c1ccc(S(=O)(=O)N(C)C)cc1	7	2	10	1	14	-2	0.0	-11
COc1cccc(NC(=O)NNS(=O)(=O)c2ccc(OC)cc2OC)c1	2	-3	16	11	-2	2	2.2	21
Clc1ccc(Nc2ncn[nH]2)cc1	8	0	1	-1	-7	0	-2.0	10
COC(CNC(=O)c1ccc2c(=O)n(Cc3ccc(Cl)cc3)c(=S)[nH]c2c1)OC	-2	5	7	36	-19	-2	0.4	-33
O=C(NCCCN1CCOCC1)c1sc2ccccc2c1Cl	-30	2	9	-24	0	-5	0.1	-10

Results in Mdm2 MdmX PPI, CHOP UPR activ and XBP1 UPR activ, for two of the compounds above:
| Structure | Mdm2 MdmX PPI | CHOP UPR activ | XBP1 UPR activ |
| --- | --- | --- | --- |
| Cc1cc2ccccn2c1C(=O)c1ccc(S(=O)(=O)N(C)C)cc1 | 1 | 0.0 | 2 |
| COc1cccc(NC(=O)NNS(=O)(=O)c2ccc(OC)cc2OC)c1 | 11 | 2.2 | -3 |

Copied from the results shown, six compounds:
SMILES	Jurkat NFkB inh	XBP1 UPR activ	APJ antag	Mdm2 MdmX PPI	tim23-1 inh	APJ ag	CHOP UPR activ	697 NFkB inh
CCOc1ccccc1NC(=O)CSCC(=O)Nc1ccccc1	-2	-1	-16	31	14	-3	-0.2	29
Cc1cc2ccccn2c1C(=O)c1ccc(S(=O)(=O)N(C)C)cc1	7	2	10	1	14	-2	0.0	-11
COc1cccc(NC(=O)NNS(=O)(=O)c2ccc(OC)cc2OC)c1	2	-3	16	11	-2	2	2.2	21
Clc1ccc(Nc2ncn[nH]2)cc1	8	0	1	-1	-7	0	-2.0	10
COC(CNC(=O)c1ccc2c(=O)n(Cc3ccc(Cl)cc3)c(=S)[nH]c2c1)OC	-2	5	7	36	-19	-2	0.4	-33
O=C(NCCCN1CCOCC1)c1sc2ccccc2c1Cl	-30	2	9	-24	0	-5	0.1	-10
